Screens as filed in PubChem.
ASM inhibitor – blocks human secretory acid sphingomyelinase | P17405 | placental ASM, HMU-PC fluorogenic substrate, 60 min | Potency, µM (series often up to 57.5 µM), for the others: top-dose activity change, negative = inhibition, most hits filed as inhibitors | hit rate 0.006% among 340,000 | AID 504937; further: potency means the concentration at half of the fitted maximal effect
Target sequence (P17405 47-631 limits assumed): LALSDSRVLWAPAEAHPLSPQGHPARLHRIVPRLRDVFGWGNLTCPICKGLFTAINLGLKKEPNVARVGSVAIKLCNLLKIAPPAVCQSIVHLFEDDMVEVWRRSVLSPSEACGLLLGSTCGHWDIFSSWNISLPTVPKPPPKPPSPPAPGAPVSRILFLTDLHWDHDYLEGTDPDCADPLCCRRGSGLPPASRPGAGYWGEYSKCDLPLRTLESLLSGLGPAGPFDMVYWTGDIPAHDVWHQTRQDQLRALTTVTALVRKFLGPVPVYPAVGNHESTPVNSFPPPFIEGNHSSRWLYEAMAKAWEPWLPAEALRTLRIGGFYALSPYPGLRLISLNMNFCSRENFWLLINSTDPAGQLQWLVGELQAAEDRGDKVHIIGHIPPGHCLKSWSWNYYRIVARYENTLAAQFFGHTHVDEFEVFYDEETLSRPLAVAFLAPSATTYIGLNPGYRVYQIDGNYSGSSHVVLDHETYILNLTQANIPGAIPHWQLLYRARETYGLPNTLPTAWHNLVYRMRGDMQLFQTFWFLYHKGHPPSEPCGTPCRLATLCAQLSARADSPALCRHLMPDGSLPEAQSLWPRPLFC
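qHTS format. ASM enzyme prepared from human placenta hydrolyses the fluorogenic substrate HMU-PC0 (9 uM final) over 60 min at 37 °C after a 10 min compound preincubation.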
Tb PFK block – inhibitors of T. brucei phosphofructokinase; O15648; T. brucei PFK, ADP-Glo luminescence; Potency, µM (top dose mostly 57.5 µM), without a hit: at the highest dose activity, negative = inhibition, most hits filed as inhibitors; hit rate 0.17% among 330,000;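 further: potency means the concentration at half of the fitted maximal effect; 0% = uninhibited 1x PFK enzyme wells and -100% = no-enzyme wells; nearly all actives have a fitted effect of over 60% in size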
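Activity is normalized to no-enzyme wells (full inhibition) and 1.25 nM enzyme wells (no inhibition). Reaction: 0.5 mM F6P, 0.1 mM ATP, 45 min RT, ADP-Glo luminescence; concentration-response curves fitted and classed by quality.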
Giardia kill – Giardia lamblia killing; hit rate 0.15% among 340,000; activity change, % at 7.66 µM, hits read low; Giardia lamblia trophozoite viability; in the data active means activity change below about -80%; inconclusive means between about -30% and that limit;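 further: parasites exposed to compound for two days anaerobically before the ATP read; on the % scale 0 is the no-effect control and ±100 the full control effect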
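Media and compound were dispensed first, then trophozoites at 100 cells/well; plates sat 48 hrs at 37 deg C without oxygen before ATP luminescence reagent was added and read after 15-30 min at room temperature.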
TSG101-PTAP inh – blocks PTAP/TSG101 interaction to inhibit HIV-1 budding | AID 493005 | Potency, µM (top dose mostly 115 µM), for the others: at the highest dose activity change, negative = inhibition, hits mostly inhibitors | Q99816 | Fluorescence polarization, FITC-PTAP peptide / Tsg101 binding | 340,000 tested, under 10 active; active means well fitted inhibition curve with a large enough effect in the main read-out, with a control signal flat, not every such curve was filed as active; inconclusive means small, poorly fitted or top-dose-only effect, or effect the other way, or a change in a side signal; inactive means no such curve, though single readings can be large or run the other way; further: potency means the concentration at half of the fitted maximal effect; % of control where 0% means no effect
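Compounds were pin-transferred onto Tsg101 binding domain (10 uM final) in HEPES pH 7.5 buffer, then FITC-PTAP peptide was added at 50 nM final. After 20 min at RT, polarization reported peptide displacement across a qHTS concentration series.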
GALK inh – inhibitors of human galactokinase; P51570; Purified GALK, Kinase-Glo residual ATP luminescence; Potency, µM (highest dose often 57.5 µM), for inactives: at the top dose activity change, negative = inhibition, most hits filed as inhibitors; hit rate 0.007% among 270,000; further: potency means the concentration at half of the fitted maximal effect; on the % scale 0 is the no-effect control and ±100 the full control effect
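Kinase-Glo Plus luminescence measured ATP left after a 1 h room-temperature reaction. The reaction used 5 nM GALK, 100 uM galactose and 35 uM ATP at pH 8.0 (20 mM HEPES, 5 mM MgCl2, 60 mM NaCl, 1 mM DTT, 0.01% BSA).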
a7 integrin act – integrin-mediated muscular dystrophy alleviation activation. hit rate 0.064% among 350,000. Potency, µM (series often up to 38.3 µM), inactives show top-dose activation, actives largely listed as activators. alpha7betagal myoblasts, beta-gal FDG fluorescence, 48 h;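 further: potency means the concentration at half of the fitted maximal effect; 100% = response of the positive control SU9516; nearly all actives have a fitted effect of over 60% in size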
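Alpha7betagal+/- myoblasts (passage 13) were plated 16-24 hr, then exposed to compounds (1:260 dilution of DMSO stock) for 48 hours at 37C. After MPER lysis, β-galactosidase reporter activity was read as FDG fluorescence (ex 480/em 540) after 30 minutes.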
Chronic BCR inh – chronic active BCR signaling inhibition; ABC-DLBCL IkBa-CBG/CBR reporter, luminescence ratio, 4 h; Potency, µM (doses to about 46.1 µM), for the others: top-dose ratio change, negative = lower green/red ratio, actives largely listed as inhibitors; hit rate 0.05% among 340,000; AID 493014; active means well fitted inhibition curve with a large enough effect in the signal ratio, with a control signal flat, not every such curve was filed as active; inconclusive means small, poorly fitted or top-dose-only effect, or effect the other way, or a change in a side signal; the % refers to the signal ratio;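 further: potency means the concentration at half of the fitted maximal effect; plate controls were basal doxycycline-induced cells for no effect and cells given 10 µM MG132 for full effect; MG132 reads +100%, hits lower the ratio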
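TMD8 ABC-DLBCL cells carrying doxycycline-inducible green luciferase fused to IkappaBalpha plus unfused red luciferase were exposed to compounds (up to 46 uM) for 4 hrs at 37C. Activity came from the overlap-corrected green/red luminescence ratio.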
FBPA coupling cs – counter-screen for Giardia aldolase inhibitors: coupling enzyme system | activity change, negative = inhibition, % at 58.2 µM, hits read low | coupling enzyme system counterscreen, AmpLite Red fluorescence | AID 2472 | hit rate 0.67% among 290,000; in the data active means activity change below about -30%; further: on the % scale 0 is the no-effect control and ±100 the full control effect
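Compounds tested against the coupling enzymes alone at 57.5 uM final; readout was AmpLite Red fluorescence (525/598 nm) after 20 min at RT.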
B2AR arrestin – beta2AR (human) beta-arrestin recruitment activity | P07550 | beta-arrestin recruitment to beta2AR, cell-based reporter | Potency, µM (top dose mostly 46.1 µM), for the others: top-dose activation, most hits filed as activators | hit rate 0.02% among 330,000 | AID 492947;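 further: potency means the concentration at half of the fitted maximal effect; 0% = DMSO controls and full agonism = EC100 isoproterenol or metaproterenol; nearly all actives have a fitted effect of over 65% in size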
Target sequence (P07550 whole entry, looked up): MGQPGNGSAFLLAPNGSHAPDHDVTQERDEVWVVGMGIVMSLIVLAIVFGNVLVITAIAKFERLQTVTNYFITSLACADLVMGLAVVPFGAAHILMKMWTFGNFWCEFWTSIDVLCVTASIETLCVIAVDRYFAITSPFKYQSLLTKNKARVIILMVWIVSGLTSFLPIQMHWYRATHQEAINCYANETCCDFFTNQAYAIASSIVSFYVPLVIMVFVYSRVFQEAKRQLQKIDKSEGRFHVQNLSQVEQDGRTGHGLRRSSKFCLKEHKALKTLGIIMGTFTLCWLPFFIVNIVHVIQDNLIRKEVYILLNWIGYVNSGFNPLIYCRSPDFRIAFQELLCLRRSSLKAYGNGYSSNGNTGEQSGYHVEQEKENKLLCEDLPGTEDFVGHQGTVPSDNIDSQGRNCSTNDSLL
PKM2 activator – increases activity of human pyruvate kinase M2; P14618; hit rate 0.34% among 260,000; purified PKM2, Kinase-Glo ATP luminescence, activation; response scale: 0% is enzyme alone, no compound; Potency, µM (doses to about 57.5 µM), without a hit: at the highest dose activation, actives largely listed as activators; AID 1631; further: potency means the concentration at half of the fitted maximal effect; on the % scale 0 is the no-effect control and ±100 the full control effect; nearly all actives have a fitted effect of over 55% in size
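Purified hPK-M2 (>95%) run at intermediate activity with 0.1 mM ADP and 0.5 mM PEP in 50 mM imidazole pH 7.2, KCl, MgCl2; 1 h room temperature. ATP formed read by Kinase-Glo luminescence; normalized to uninhibited and no-enzyme controls.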
Menin-MLL TR inh – displaces Texas Red mutant MLL peptide from human menin | AID 1768 | Potency, µM (top dose mostly 61.6 µM), for inactives: top-dose FP activity change, negative = inhibition, hits mostly inhibitors | O00255 | Menin + Texas Red MLL mutant peptide, fluorescence polarization | hit rate 0.23% among 270,000; active means well fitted inhibition curve with a large enough effect in the polarisation, with a control signal flat, not every such curve was filed as active; inconclusive means small, poorly fitted or top-dose-only effect, or effect the other way, or a change in a side signal; inactive means no such curve, though single readings can be large or run the other way; the % refers to the polarisation; further: potency means the concentration at half of the fitted maximal effect; % of control where 0% means no effect; many of its hits are not listed in these tables
Active calls of the source: *; ? = inconclusive; . = not tested or not shown; & = joins results of further samples; [ ] = dose if it differs, or a comment. Unless noted, the call rests on the fitted dose curve; in most records, active means well fitted curve in the direction sought with a large enough effect; inconclusive means small, poorly fitted or top-dose-only effect, or another doubt; inactive means no such curve, though single readings can be large; an effect the other way counts as inactive or inconclusive. Only part of the results is shown, so the mix of outcomes need not match the whole.

SMILES	ASM inhibitor	Tb PFK block	Giardia kill	TSG101-PTAP inh	GALK inh	a7 integrin act	Chronic BCR inh	FBPA coupling cs	B2AR arrestin	PKM2 activator	Menin-MLL TR inh
CCCNC(=O)C1=C(C)C(=O)OC12CCC(C)CC2 (stereo not given)	-7%	0%	-20	-8%	-1%	20%	6%	0	0.4%	3%	-2%
CN(C)NC(=S)Nc1ccc2nc(-c3ccccn3)c(-c3ccccn3)nc2c1	23%	3%	-7	-1%	-4%	-15%	-1%	-17	-0.2%	-2%	1%
CCOC(=O)c1c(CN2CCOCC2)n(-c2ccccc2)c2cc(Br)c(O)c(CN(C)C)c12	-2%	1%	8	-5%	1%	?	12%	-1	-0.7%	-3%	-11%
Cc1noc(C)c1NC(=O)N(C)C[C@H]1Oc2ccc(NC(=O)NC(C)C)cc2C(=O)N([C@H](C)CO)C[C@H]1C	-3%	8%	-1	0%	.	3%	-3%	.	-0.2%	.	.
NC(=S)N/N=C/c1ccc(/C=N/NC(N)=S)cc1	10%	0%	6	-3%	2%	-20%	-4%	3	0.1%	-1%	.
Cc1nc(SCc2ccc(O)c([N+](=O)[O-])c2)n[nH]1	-2%	2%	-23	-5%	0%	-26%	1%	0	-0.5%	-11%	1%
CCCNC(=O)c1[nH]c(C)c(C(C)=O)c1C	2%	3%	6	-7%	2%	-4%	0%	9	-0.2%	4%	-10%
COc1ccccc1NC(=O)C(=O)c1cn(CC(=O)N2CCOCC2)c2ccccc12	-8%	-1%	-4	-5%	-10%	0%	?	.	-0.5%	.	.
CC(C)NC1=C(Cl)C(=O)c2ccccc2C1=O	-9%	-2%	-15	-3%	2%	-50%[inhibitor]	?	-42*	-0.3%	-7%	?
O=C1CCc2cc(S(=O)(=O)NC(C(=O)N3CCN(c4ccccn4)CC3)c3ccccc3)ccc2N1 (stereo not given)	36%[activator]	-4%	-2	-9%	-2%	24%	?	6	0.1%	-2%	-19%
NC(=O)CSc1ncc(-c2ccccc2)[nH]1	1%	1%	-11	-6%	4%	0%	?	0	0.1%	-2%	16%
CCCCN(CCCC)S(=O)(=O)c1c(C)[nH]c(=O)[nH]c1=O	1%	-6%	12	-1%	-1%	12%	-12%	1	0.0%	-1%	7%
COc1ccccc1NC(=O)COc1ccc(Br)cc1CNC1CCCC1	-2%	-2%	8	-2%	-2%	-61%[inhibitor]	0%	1	0.1%	7%	?
COc1ccc(S(=O)(=O)N2CCCc3ccccc32)cc1[N+](=O)[O-]	-3%	5%	-1	-9%	3%	?	-9%	1	0.3%	.	21%
CCOc1cccc(C2c3c(oc4cc(C)c(C)cc4c3=O)C(=O)N2CCCN(C)C)c1 (stereo not given)	.	-2%	.	.	1%	.	?	-2	5.0%	-8%	-26%
COC(=O)CCSc1cc(NCCOC(C)=O)c([N+](=O)[O-])c2nonc12	-5%	-10%	12&-20	0%	0%	-3%	?	-5	1.8%	8%	7%
CC(=O)Nc1ccc(-c2nc(C)c(C(C)=O)n2O)cc1	-2%	-3%	25	0%	-1%	15%	?	5	0.2%	-2%	30%
COc1cccc(CN2CC(C(=O)NCc3cccc(N4CCCC4)c3)CCC2=O)c1 (stereo not given)	3%	3%	6	-6%	0%	-32%	2%	0	-0.4%	2%[0.46 µM]	-5%
COc1ccc2cc(C)c3nnc(SCC(=O)Nc4cc(OC)c(OC)cc4C(=O)O)n3c2c1	3%	-4%	12	-6%	1%	10%	-2%	-2	0.3%	-2%	-17%
CCC(CC)NC(=O)CO/N=C/c1ccccc1OC(F)F	6%	-1%	-4	0%	0%	45%	?	1	-0.1%	0%	-8%

2 compounds picked at random from the list so far:
SMILES	ASM inhibitor	Tb PFK block	Giardia kill	TSG101-PTAP inh	GALK inh	a7 integrin act	Chronic BCR inh	FBPA coupling cs	B2AR arrestin	PKM2 activator	Menin-MLL TR inh
CCOc1cccc(C2c3c(oc4cc(C)c(C)cc4c3=O)C(=O)N2CCCN(C)C)c1 (stereo not given)	.	-2%	.	.	1%	.	?	-2	5.0%	-8%	-26%
NC(=S)N/N=C/c1ccc(/C=N/NC(N)=S)cc1	10%	0%	6	-3%	2%	-20%	-4%	3	0.1%	-1%	.

Just PKM2 activator, Menin-MLL TR inh and Giardia kill (4 entries from above):
molecule | PKM2 activator | Menin-MLL TR inh | Giardia kill
NC(=O)CSc1ncc(-c2ccccc2)[nH]1 | -2% | 16% | -11
CCCCN(CCCC)S(=O)(=O)c1c(C)[nH]c(=O)[nH]c1=O | -1% | 7% | 12
COc1ccccc1NC(=O)COc1ccc(Br)cc1CNC1CCCC1 | 7% | ? | 8
COc1ccc(S(=O)(=O)N2CCCc3ccccc32)cc1[N+](=O)[O-] | . | 21% | -1

(further entries)
SMILES	ASM inhibitor	Tb PFK block	Giardia kill	TSG101-PTAP inh	GALK inh	a7 integrin act	Chronic BCR inh	FBPA coupling cs	B2AR arrestin	PKM2 activator	Menin-MLL TR inh
CC(C)=CCC(C)(C)C1OCCN1C(=O)c1ccccc1 (stereo not given)	2%	0%	-4	-3%	-2%	-19%	10%	3	-0.2%	13%	-2%
C=CCN1C(=O)C(Cc2ccccc2)S/C1=N/N=C/c1cccs1 (stereo not given)	-13%	-3%	14	-9%	0%	6%	7%	-1	0.2%	13%	-7%
CC1CCC2(CC1)NC(=O)N(CC(=O)N1c3ccccc3CC1C)C2=O (stereo not given)	4%	15%	13	0%	.	20%	-6%	.	-0.6%	.	.
CC(C)Sc1n[nH]c(=O)n1-c1cccc(C(F)(F)F)c1	1%	-5%	-1	-6%	1%	41%	-1%	-1	-1.1%	-6%	.
O=C(N/N=C/c1ccccc1)C1CCCN1C(=O)c1cc([N+](=O)[O-])cc([N+](=O)[O-])c1 (stereo not given)	1%	0%	2	-2%	2%	18%	3%	.	0.0%	.	.
Cc1ccc(NC(=O)c2ccn(C)n2)c(Br)c1	-1%	4%	-10	-5%	3%	-20%	?	1	0.2%	-3%	1%
O=C(Nc1ccn(Cc2c(F)c(F)cc(F)c2F)n1)c1ccc(COc2ccccc2Cl)cc1	-2%	-2%	-12	-2%	1%	-13%	0%	0	-1.0%	-2%	1%
CCc1nc2scc(-c3ccc(C)cc3)c2c(=O)n1N	1%	-2%	18	0%	.	3%	1%	1	2.8%	-2%	-1%
c1ccc(-c2nn3c(Cn4nnc5ccccc54)nnc3s2)nc1	0%	-1%	-7	-16%	-2%	-19%	2%	0	0.0%	2%	-14%
COc1cc(-n2c(C)nc3cc(C(=O)NCC4CCCO4)ccc32)cc(OC)c1OC (stereo not given)	3%	0%	0	-5%	1%	-17%	-4%	-4	0.2%	3%[0.46 µM]	-5%
CN(C)S(=O)(=O)N1CCN(S(=O)(=O)c2ccc(F)cc2)CC1	-2%	0%	-5	-4%	0%	18%	-3%	2	-0.4%	18%	-1%
COc1ccc(OCCN(C)CC(=O)Nc2c(C)cccc2C)cc1	-4%	0%	-12	-4%	-2%	-14%	-16%	0	0.0%	.	?
CCc1ccc2oc(C(=O)Nc3nonc3C)c(C)c2c1	1%	0%	-26	1%	-2%	35%	?	.	0.5%	.	.
COC(=O)c1ccccc1NC(=O)CSCC(=O)Nc1ccccc1OC	0%	-1%	-6	-12%	-3%	2%	-1%	-6	0.3%	-5%	4%
Cc1sc2ncn(CC(=O)Nc3c(F)cccc3F)c(=O)c2c1S(=O)(=O)N1CCC(C)CC1	0%	1%	-9	-3%	0%	-25%	0%	4	-0.1%	4%	-20%
CCCc1cnc(N2CCN(C(=O)c3c(-c4ccccc4)noc3C)CC2)nc1	-3%	2%	-5	1%	-2%	-14%	0%	7	-1.1%	5%	.
O=c1[nH]c2ccc(S(=O)(=O)N3CCC(Cc4ccccc4)CC3)cc2o1	-17%	-4%	-8	1%	0%	-49%[inhibitor]	12%	8	-0.4%	3%	?
CCOC(=O)Cc1csc(NC(=O)CCN2C(=O)c3cccc([N+](=O)[O-])c3C2=O)n1	-1%	2%	1	-6%	-2%	3%	1%	0	-0.5%	-1%	1%
CN(C)S(=O)(=O)c1ccc(Cl)c(NC(=O)COC(=O)/C=C/c2ccc3ccccc3n2)c1	3%	-2%	-2	0%	.	?	0%	.	0.2%	.	.
CCC1CC(CSC(=N)N)OC1=O (stereo not given)	-4%	0%	-5	-2%	5%	27%	-16%	-2	-0.6%	-2%	.
